# human PMI inhibitors = human PMI inhibitors, high substrate, primary screen, biochemical, fluorescence intensity, high mannose 6-phosphate (AID 1220) | Mannose-6-phosphate isomerase (Homo sapiens) | recombinant PMI enzyme, coupled fluorescence intensity; higher % means a stronger effect | inhibition, % at 20 µM; hits with a dose series show IC50 in µM | actives 0.66% (n = 190,000)
# P. falciparum M17LAP = P. falciparum M17LAP inhibitors, primary screen, biochemical, fluorogenic H-Leu-NHMec substrate, 1536-well (AID 1619); actives 0.38% (n = 220,000); recombinant M17LAP, H-Leu-NHMec fluorogenic kinetic assay; higher % means a stronger effect; Leucine aminopeptidase (Plasmodium falciparum (isolate 3D7)); inhibition, % at 30 µM, or IC50 in µM where a hit was titrated;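 active = compound inhibiting the enzyme by more than half at any dose during confirmatory dose-response retesting; inconclusive = strong single-dose inhibitors picked by rank but not retested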;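 note: plate controls were full reaction with DMSO carrier for no effect and no enzyme background for full effect; strong numbers were not always called active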
# TNAP activation fold = human TNAP enzyme activators, primary screen, biochemical, luminescent, no phosphate acceptor, uHTS (AID 1001); Alkaline phosphatase, tissue-nonspecific isozyme (Homo sapiens); purified TNAP, luminescent activation assay, no phosphate acceptor; higher activation fold means a stronger effect; activation fold at 20 µM; hits with a dose series show EC50 in µM; actives 0.03% (n = 200,000); in the data active = activation fold from about 3, or a potency from the dose series; inactive = the rest, 99 in 100 with activation fold below about 1.6; note: many of its hits are not listed in these tables
# M1AAP inhibition = P. falciparum M1AAP inhibitors, biochemical, fluorogenic H-Leu-NHMec substrate, 1536-well (AID 1445). recombinant M1AAP, H-Leu-NHMec fluorogenic kinetic assay; higher % means a stronger effect. one-dose inhibition, % at 30 µM; IC50 in µM for titrated hits. actives 0.42% (n = 220,000);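 active = primary inhibition above the hit cutoff, then over 50% inhibition at one or more dose response concentrations, cut at about 23% in these data, passing the limit was not always enough; inconclusive = conflicting primary data, or primary hits not chosen for dose response; inactive = low primary inhibition, or under 50% at every dose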;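 note: plate controls were DMSO full reaction for no effect and no enzyme background for full effect; strong numbers were not always called active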
# Myeloid diff MLP = induction of myeloid progenitor differentiation, primary screen, cell-based, flow cytometry, MLPCN library; ER-HoxA9 myeloid progenitors, lysozyme-GFP differentiation; calls only at 10 µM; actives 1% (n = 360,000);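 active = normalized GFP-positive differentiation at or above the plate's own cutoff, the solvent-only control mean plus 3 SD; inconclusive = no clear call, values can overlap the other calls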;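 note: cells exposed to compound for four days before flow analysis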
# human PMI inhibition = inhibitors of human PMI, primary screen, biochemical, fluorescence intensity, coupled assay (AID 1209). purified PMI enzyme, coupled fluorescence intensity; higher % means a stronger effect. inhibition, % at 20 µM, or IC50 in µM where a hit was titrated. Mannose-6-phosphate isomerase (Homo sapiens). actives 0.42% (n = 190,000);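 note: plate controls were DMSO vehicle for no effect and wells lacking substrate for full effect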
# CSM14.1 death rescue = rescue of cells from ER stress-induced death, primary screen, 384-well, CSM14.1, thapsigargin, ATP luminescence (AID 1222). cellular ATP content (survival), % at 20 µM, or EC50 in µM where a hit was titrated. 190,000 tested, under 10 active. CSM14.1 thapsigargin-induced death rescue, ATP luminescence; higher % means a stronger effect;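 active = EC50 below 50 µM in the dose-response confirmation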;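 note: death triggered by thapsigargin at about 15 µM added after 2 h compound pretreatment; cell ATP read after overnight thapsigargin exposure of roughly 18 to 22 hours; normalized against plate controls of thapsigargin alone and 5% DMSO vehicle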
# LYP inhibition = inhibitors of LYP phosphatase, biochemical, fluorescence intensity, uHTS (AID 1779); Tyrosine-protein phosphatase non-receptor type 22 (Homo sapiens); recombinant LYP phosphatase, fluorescence intensity; higher % means a stronger effect; inhibition, % at 11.5 µM; hits with a dose series show IC50 in µM; actives 0.054% (n = 290,000);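 note: plate controls were vehicle with enzyme for no effect and no enzyme for full effect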
# XIAP antagonists = XIAP antagonists, biochemical, IAP family, fluorescence polarization (AID 1018) | actives 0.007% (n = 200,000) | one-dose displacement, % at 20 µM; IC50 in µM for titrated hits | XIAP BIR domain, fluorescence polarization peptide displacement; higher % means a stronger effect; in the data active = displacement above about 50%; note: a part of the inactive calls stands beside numbers as strong as those of hits
# Myeloid diff MLP GFP+ MAC1+ % = further read-out of Myeloid diff MLP, marked with its call; GFP+ MAC1+ double positive, %; measured here: differentiation confirmed by MAC1 staining
# Numbers without * were called inactive; i = inactive; ? = inconclusive; . = no result given. Cut-off read from the data, not from the text of the source, unless noted: active = inhibition above about 50%; inactive = the rest.
# Values run as follows: human PMI inhibitors | P. falciparum M17LAP | TNAP activation fold | M1AAP inhibition | Myeloid diff MLP | Myeloid diff MLP GFP+ MAC1+ % | human PMI inhibition | CSM14.1 death rescue | LYP inhibition | XIAP antagonists
> COc1nc(N(C)C)nc(N(C#N)CCOC(C)=O)n1
  . | 3% | 1 | 5% | i | 0.0 | . | 0.4% | -1% | -5.9%
> CN(C)CCn1c(C(=O)O)cc2ccccc21
  1% | -8% | 1.1 | -8% | i | 0.7 | -3% | 7.6% | -12% | -3.4%
> CC(=O)Oc1ccc2ccccc2c1C(NC(=O)Cc1ccccc1)c1ccccc1Cl (stereo not drawn)
  3% | 3% | 0.9 | 4% | i | 1.5 | 2% | -0.7% | 7% | -10%
> C=CCNC(=O)CN(c1ccc(OC)cc1OC)S(C)(=O)=O
  9% | 3% | 1 | 2% | i | 0.4 | 13% | 1.4% | -8% | -23%
> Cc1ccc(S(=O)(=O)N2CCC(C(=O)N[C@H](C(=O)NC3CCS(=O)(=O)C3)C(C)C)CC2)cc1 (stereo partly drawn)
  6% | 0% | 1.1 | 0% | i | 0.8 | 5% | -2.6% | 1% | -1.9%
> COc1ccc(CNCCNC(=O)c2ccco2)c(OC)c1OC
  -9% | 8% | 1.1 | -10% | i | 0.5 | 6% | -0.7% | -3% | -6.1%
> C=CCOC(=O)C1=C(C)Nc2nnnn2C1c1ccc(OC)cc1OC (stereo not drawn)
  0% | -1% | 1.1 | 0% | i | 7.8 | 2% | 0.0% | -4% | -7.7%
> COc1ccc(OC)c(S(=O)(=O)N2CCc3ccccc32)c1
  4% | -10% | 1.1 | -1% | i | 0.9 | 8% | -2.7% | -4% | -2.0%
> Cc1ccsc1/C=C(\C#N)C(=O)NCc1ccco1
  -1% | -5% | 1.2 | 3% | i | 0.9 | 4% | -2.9% | 0% | .
> CN1C2CCC1/C(=C\c1ccc(F)cc1)C(=O)/C2=C/c1ccc(F)cc1
  12% | 2% | 1.1 | 0% | ? | . | 13% | -1.7% | 1% | -3.4%
> Nc1ccc2nc(C3CCCCC3)[nH]c2c1
  32% | . | 1.1 | . | i | 0.0 | -4% | 0.8% | -4% | 1.0%
> Cc1ccc(Sc2ccc(NC(=O)c3ccc(S(C)(=O)=O)cc3Cl)cc2)cc1
  6% | -2% | 1.1 | 0% | i | 1.9 | 9% | -4.2% | -2% | -4.3%
> c1ccc(CSc2ncn(-c3ccccc3)n2)cc1
  17% | -9% | 1 | -12% | i | 1.2 | 9% | 10% | -9% | -4.9%
> Cc1sc2ncn(CC(=O)Nc3ccccc3F)c(=O)c2c1-c1ccccc1
  3% | -8% | 1.1 | 7% | i | 1.2 | 6% | -0.6% | -4% | 7.8%
> Cc1cc(C)c(/C=C(\C#N)C(N)=S)c(C)c1
  11% | 7% | 1.2 | 14% | i | 0.4 | 7% | -4.8% | -9% | -16%
> Cc1cc(C(=O)O)ccc1-c1ccc(/C=C2\NC(=O)N(Cc3ccccc3Cl)C2=O)o1
  -22% | 14µM* | 1 | 3% | i | 0.5 | -23% | -0.3% | 4% | 0.9%
> Cc1n[nH]c(C)c1S(=O)(=O)N1CCCC(C(=O)N2CCN(c3ccc(Cl)cc3)CC2)C1 (stereo not drawn)
  -1% | 9% | 0.6 | 2% | i | 0.8 | 3% | -1.3% | -5% | -2.9%
> O=C1CCCc2nc(N3CCN(C(c4ccccc4)c4ccccc4)CC3)ncc21
  17% | -4% | 1.1 | 0% | i | 0.6 | 13% | -0.5% | -3% | -2.3%
> CC(=O)CSc1ncnc2sc3c(c12)CCCC3
  6% | -8% | 1 | -4% | i | 0.2 | 7% | -0.2% | -4% | -12%
> CCc1ccc(OCCCC(=O)Nc2ccc(N3CCCCC3)cc2)cc1
  -3% | -2% | 1.1 | 7% | i | 1.6 | 2% | -1.8% | 2% | 0.7%
> Cc1ccc(-c2cc(C(=O)Nc3ccc(S(=O)(=O)Nc4nc(C)cc(C)n4)cc3)c3ccccc3n2)cc1
  -9% | -1% | 1 | 9% | i | 0.2 | -14% | 1.3% | 14% | -5.3%
> CC(C)(C)N1CC(c2nc3ccccc3n2CCOc2ccccc2)CC1=O (stereo not drawn)
  -3% | 1% | 1 | 4% | i | 1.2 | 1% | -0.1% | -8% | -7.0%
> COCC(C)NC(=O)c1cc(-c2ccc(OC)c(OC)c2)on1 (stereo not drawn)
  15% | -7% | 1.1 | 0% | i | 1.0 | 14% | 2.2% | -8% | 1.3%
> Fc1ccc(CSc2nc3ncccc3[nH]2)cc1
  2% | 9% | 1.2 | 3% | i | 0.8 | 1% | -2.7% | 0% | 1.7%
> Cc1ccc(C)c(NC(=S)Nc2ccc(S(=O)(=O)Nc3ncccn3)cc2)c1
  -1% | 16% | 1.1 | 1% | i | 2.0 | 18% | -6.1% | -8% | -2.3%
> Cc1cc(C)c2c(CCl)cc(=O)oc2c1
  . | 1% | . | 6% | i | 0.5 | . | . | -4% | .
> CC(=O)Nc1ccc(SCC(=O)Nc2ccccc2-c2ccccc2)cc1
  -10% | -2% | 1.2 | 8% | i | 0.7 | -1% | 2.1% | -1% | 4.6%
> COC(=O)c1[nH]c2ccc(Br)cc2c1NC(=O)CN1CCN(C2CCCCC2)CC1
  -10% | 8% | 1 | 11% | i | 0.4 | 4% | -1.6% | -8% | -4.7%
> COc1ccc(CN2CCn3ncc(C(=O)Nc4ccc(Cl)cc4Cl)c3C2=O)cc1
  -9% | -14% | 1.1 | -2% | i | 0.7 | -5% | -1.7% | -8% | -4.0%
> CCS(=O)(=O)c1ccc2oc(SCC(=O)NCc3ccccc3)nc2c1
  -14% | -4% | 1 | 2% | i | 1.6 | -16% | 0.3% | 2% | -8.2%
> O=S(=O)(c1ccc(N2CCN(S(=O)(=O)c3ccccc3)CC2)nc1)N1CCCC1
  -3% | 0% | 1.2 | 0% | i | 0.0 | -5% | -0.2% | -3% | -1.7%
> COc1cccc(OCc2nnc(SCC(=O)NNC(=O)C3CCCCC3)n2C)c1
  -1% | 0% | 2.2 | 1% | i | 0.7 | -5% | . | -4% | -5.4%
> COc1ccccc1C1CC(=O)Nc2c1c(=O)n(C)c(=O)n2C (stereo not drawn)
  -4% | -8% | 0.9 | 10% | i | 1.6 | -10% | -1.1% | -7% | -3.1%
> CCn1ccc(C(=O)Nc2cccc(Cl)c2)n1
  3% | -3% | 1 | 2% | i | 0.2 | 2% | -1.9% | -4% | -2.8%
> CN(CC(=O)Nc1ccc(S(=O)(=O)N2CCCC2)cc1)CC(=O)Nc1ccc(F)c(F)c1F
  3% | 9% | 1.3 | 0% | i | 0.4 | -6% | -1.4% | 6% | -4.0%
> COc1cc(C(c2c(C)[nH][nH]c2=O)c2c(C)[nH][nH]c2=O)ccc1OS(=O)(=O)c1ccccc1
  16% | 12% | 0.7 | -12% | i | 7.9 | 16% | -3.1% | -3% | -9.4%
> CCCNC(=O)NCc1ccc(N2CCCC2=O)cc1
  -2% | 8% | 1 | 0% | i | 0.9 | -4% | 2.9% | -6% | -6.7%
> Cc1ccc(C(=O)NN2CCOCC2)cc1
  -10% | 0% | 0.9 | -5% | i | 1.4 | -17% | 0.9% | -1% | -8.3%
> CCOC(=O)Cn1c(S(=O)(=O)Cc2ccc(Cl)cc2)nc(-c2ccccc2)c1-c1ccccc1
  9% | -12% | 1 | -2% | i | 0.8 | 14% | 15% | 2% | -3.5%
> O=C(c1cccnc1)N1CCN(S(=O)(=O)c2ccc3ccccc3c2)CC1
  4% | 2% | 1.1 | -1% | i | 0.6 | 10% | 9.9% | -5% | -3.6%
> COc1ccc(/C=N/OC(=O)c2ccc(Cl)cc2)c(Cl)c1OC
  . | 5% | . | -2% | i | 0.1 | . | . | -7% | .
> N/C(Cc1ccc([N+](=O)[O-])cc1)=N\OC(=O)c1ccc2ccccc2c1
  -9% | -13% | 1.1 | 4% | i | 0.9 | -7% | 0.1% | 0% | -3.9%
> CC(=O)c1ccc(NS(=O)(=O)c2ccc(C(C)(C)C)cc2)cc1
  15% | 2% | 1.1 | -2% | i | 0.7 | 22% | 0.9% | -3% | -6.1%
> CCOC(=O)C(C)n1cnc2c(cnn2-c2ccc(Cl)cc2)c1=O (stereo not drawn)
  14% | 5% | 1.1 | 1% | i | 0.4 | 18% | -3.5% | 0% | -4.9%
> O=C(Nc1cccc([N+](=O)[O-])c1)c1ccc(CSc2ccccc2)cc1
  -6% | -6% | 1.1 | 1% | i | 0.9 | -1% | -0.3% | -6% | -1.6%
> Cc1cccc(N2CCN(CCNC(=O)c3cc4c(s3)CS(=O)(=O)C4)CC2)c1C
  2% | -6% | 0.7 | -8% | i | 0.3 | -4% | 0.0% | -2% | -13%
> CC1(C)Cc2nc3oc4c(=O)n(CC(=O)Nc5ccccc5)cnc4c3cc2CO1
  -3% | -7% | 1 | -4% | i | 0.3 | 4% | -1.8% | -10% | -16%
> CCc1ccc(C2=NN(CCC(=O)NCc3cccs3)C(=O)CC2)cc1
  10% | 24% | 1 | 5% | i | 0.9 | 7% | -0.8% | -7% | -8.2%
> CN1CCN(c2ccccc2NC(=O)c2ccc(N3CCCCC3)c([N+](=O)[O-])c2)CC1
  -5% | 5% | 1 | 7% | i | 0.4 | -9% | -0.4% | -6% | -6.7%
> CCC(CC)c1nnc(NC(=O)COc2ccc3c(C)cc(=O)oc3c2)s1
  -10% | -11% | 1 | -5% | i | 1.5 | -11% | -0.9% | -3% | -4.6%
> COc1ccccc1Nc1ccc([N+](=O)[O-])cc1N
  6% | -6% | 1 | 8% | i | 1.0 | 23% | 1.9% | -3% | 1.0%
> CCOC(=O)c1c(NC(=O)CCN2C(=O)c3cccc([N+](=O)[O-])c3C2=O)sc(C(=O)OC(C)C)c1C
  8% | -2% | 1 | -2% | i | 0.4 | -1% | -3.5% | 1% | -6.7%
> COc1ccc(C(=O)NC(=S)NCc2cccnc2)cc1Br
  8% | 0% | 1 | 8% | i | 0.0 | 7% | 4.6% | -3% | -0.1%
> COCCSc1nnc(NC(=O)c2cc(OC)c(OC)cc2[N+](=O)[O-])s1
  47% | 1% | 1.1 | 6% | i | 0.4 | 6% | 2.0% | -5% | -2.7%
> CC1NC(=S)N(C2CCCCC2)C1=O (stereo not drawn)
  -10% | 11% | 1.2 | 1% | i | 0.2 | -16% | -0.9% | 2% | -6.2%
> Cc1cc2nn(-c3ccccc3)nc2cc1NC(=O)c1cccs1
  6% | 3% | 1.1 | 3% | i | 1.7 | 6% | -0.9% | 0% | -3.3%
> FC(F)(F)c1cccc(N2Cc3ccccc3C2)c1
  -38% | 4% | 1 | -8% | i | 0.5 | -6% | 2.2% | -1% | -2.1%
